All columns: NCI-60 one-dose screen, growth in % after 48 h at 10 µM unless noted; 100 = growth as untreated, 0 = no growth, -100 = all killed.
HT29: HT29 colon cancer; actives 7.4% (n = 81,000); AID 1794748
NCI-H322M: NCI-H322M lung cancer; actives 2.7% (n = 80,000)
HCT-15: HCT-15 colon cancer; actives 5.2% (n = 82,000); AID 1794746
KM12: KM12 colon cancer cells. actives 5% (n = 82,000). AID 1794800
NCI-H226: NCI-H226 lung cancer; actives 3.5% (n = 79,000); AID 1794732
HCT-116: HCT-116 colon cancer | actives 7.3% (n = 82,000)
SW-620: SW-620 colon cancer; actives 5.2% (n = 82,000)
NCI-H460: NCI-H460 lung cancer; actives 6.8% (n = 82,000); AID 1794736
COLO 205: COLO 205 colon cancer; actives 7.3% (n = 79,000)
An asterisk follows results filed as active; . = no result given; & = joins results of further samples; [ ] = remark or other dose. How the source made its calls: active means growth percent below 10; inactive means the rest.

entry	canonical_smiles	HT29	NCI-H322M	HCT-15	KM12	NCI-H226
1	CCN(CC)S(=O)(=O)c1ccc(S(=O)(=O)N2CCC[C@@H](C(=O)N3CCOCC3)C2)cc1	96	96	96	81	89
2	CC(=O)C1C(C)CC2C3CCC4=CC(=O)CCC4(C)C3CCC21C (stereo not drawn)	72	84	84	96	87
3	Cc1nccc2c3ccc(OCc4cn(Cc5ccc(C#N)cc5)nn4)cc3n(CCCc3ccccc3)c12	66	103	68	75	94
4	CCn1cc(-c2ccnc(NCCCNS(=O)(=O)c3ccc(Cl)cc3)c2)c(-c2cccc(OC)c2)n1	98	89	97	103	89
5	O=C(CCc1ccccc1)c1ccccc1OCC(O)CN1CCCCC1 (stereo not drawn)	70	94	104	100	.
6	NS(=O)(=O)c1ccc(-n2cc(CN3CCNCC3)nn2)cc1	109	113	104	105	101
7	CN1C(=O)CSC1=S	111	109	102	114	100
8	Cc1cnnc(N)n1	111	90	102	111	96

entry	HCT-116	SW-620	NCI-H460	COLO 205
1	65	88	79	105
2	85	100	103	94
3	65	99	89	80
4	95	89	96	115
5	94	87	93	88
6	107	109	108	116
7	108	109	99	131
8	101	98	108	119

Other results follow:
entry	canonical_smiles	HT29	NCI-H322M	HCT-15	KM12	NCI-H226
9	NC(N)=NCCC[C@@H](NC(=O)[C@@H](Cc1ccccc1)NC(=O)Cc1ccc(Cl)cc1)C(=O)NCC(=O)NCc1cn(CCNC(=O)C23CC4CC(CC(C4)C2)C3)nn1	108	100	109	102	93
10	COC1=C[C@]23CCC(=O)N2CCc2cc4c(cc2[C@@H]3[C@@H]1OC(=O)[C@H](C)O)OCO4	1.9*	70	-1.4*	19	11
11	Nc1n[nH]c2cccc(C#Cc3cccc(NC(=O)c4cccc(OC(F)(F)F)c4)c3)c12	36	77	41	58	47
12	CCOC(=O)c1noc(-c2ccc(C)cc2)c1C(=O)c1ccc(C)cc1	88	102	91	105	87
13	O=C(O)c1ccc(-n2cc(CNc3ccc(Oc4ccccc4)cc3)c(-c3cc(C(F)(F)F)cc(C(F)(F)F)c3)n2)cc1	97	89	71	83	93
14	Cc1c[n+](=O)c2ccccc2n1[O-]	100&90	88&86	101&99	113&112	96&96
15	C[C@@H]1CC[C@@H]2[C@@H]1[C@H](OC(=O)c1ccc3ccccc3c1)[C@]1(C3CCCCC3)C[C@@H](OC(=O)CO)[C@@]2(C)O1	21	82	41	54	52
16	COc1cc(OC)c2cc(C(=O)c3cccc4ccccc34)c(=O)oc2c1	68	92	78	82	.

entry	HCT-116	SW-620	NCI-H460	COLO 205
9	102	98	101	113
10	1.9*	14	-5.4*	28
11	22	57	58	49
12	75	95	100	107
13	87	95	88	119
14	109&91	104&107	114&112	100&109
15	28	65	50	.
16	22	47	88	106

Following part
entry	canonical_smiles	HT29	NCI-H322M	HCT-15	KM12	NCI-H226
17	O=[N+]([O-])c1ccc(I)c(CNCc2ccccc2)c1	123	97	106	100	92
18	CN1C[C@H](C2CCCCC2)C(C(=O)C2CCCCC2)[C@]12C(=O)NC1CCCCC12 (stereo partly drawn)	81[20 µM]	99[20 µM]	81[20 µM]	87[20 µM]	91[20 µM]
19	c1coc(-c2cc3nc(N4CCOCC4)nc(-c4cccs4)n3n2)c1	65	98	76	85	98
20	C=C(c1ccc(C(=O)O)cc1)c1cc2c(cc1C)C(C)(C)CCC2(C)C	63&93	72	65&75	36&59	86&76
21	CC(C)C(NS(=O)(=O)c1ccc(N=Nc2ccc(N(C)C)cc2)cc1)C(=O)NCCOCCOCC(=O)NC(CCCCNC(=O)C(CCCCNC(=O)CCNC1CCCCC1OC1NCC(C(F)(F)F)CC1Cl)NC(=O)COCCOCCNC(=O)C1CCC(N2CCN(CC3CCC(Cl)CC3)CC2)C([N+](=O)[O-])C1)C(=O)NCCOCCOCC(=O)NC(CCCCNC(=O)CN1CCN(CC(=O)O)CCN(CC(=O)O)CCN(CC(=O)O)CC1)C(=O)O (stereo not drawn)	96	93	97	106	93
22	NC1=C(Cl)C(=O)c2ccccc2C1=O	59	99	51	65	103
23	CCOc1ccc2nc3cc(N)ccc3c(N)c2c1	61&76	29&37	90&107	31&45	45&20
24	CCCCNC(=O)NS(=O)(=O)c1ccc(N2N=C(c3ccc(Oc4ccccc4)cc3)CCC2=O)cc1	127	103	102	106	101

entry	HCT-116	SW-620	NCI-H460	COLO 205
17	96	89	98	110
18	76[20 µM]	104[20 µM]	98[20 µM]	102[20 µM]
19	86	89	88	101
20	50&71	98&113	79&83	118&135
21	94	102	101	102
22	54	87	25	95
23	30&46	50&46	62&29	76&71
24	99	106	104	113

Next records:
entry	canonical_smiles	HT29	NCI-H322M	HCT-15	KM12	NCI-H226
25	Cc1cc(C)n(C(=O)CC#N)n1	103	.	104	103	.
26	N#CCCSC(=S)N1CCCCC1	96	87	109	107	97
27	CCCCC(CC)CNC(=O)CI (stereo not drawn)	106	100	104	102	102
28	CCCSc1nc(N)nc2c1ncn2C1OC(CO)C(O)C1O (stereo not drawn)	75	112	103	102	110
29	O=C(N/N=C/c1ccc(Cl)cc1Cl)c1ccccc1	89	90	90	93	94
30	CC(=O)C1CC(C#N)=C2C=Cc3c(ccc4ccccc34)N21 (stereo not drawn)	96	85	49	95	77
31	Nc1nc(N)c2c(n1)NC(c1ccc(F)cc1)C1CCc3ccccc3C1=N2 (stereo not drawn)	28	67	50	50	53
32	COc1ccc(C2=NN3C(C2)c2cc(Cl)ccc2OC3c2ccncc2)cc1 (stereo not drawn)	109	85	78	76	83

entry	HCT-116	SW-620	NCI-H460	COLO 205
25	103	110	114	104
26	101	103	107	116
27	99	106	106	110
28	100	101	107	102
29	94	109	105	91
30	88	96	82	87
31	32	67	26	48
32	75	91	59	102

Next structures follow:
entry	canonical_smiles	HT29	NCI-H322M	HCT-15	KM12	NCI-H226
33	NS(=O)(=O)c1ccc(N/C=C/C(=O)c2ccc(Cl)cc2)cc1	104	107	96	103	102
34	CC(C)(C)c1cc(CC(Cc2cc(C(C)(C)C)cc(C(C)(C)C)c2)(C2=N[C@@H]3c4ccccc4C[C@@H]3O2)C2=N[C@H]3c4ccccc4C[C@H]3O2)cc(C(C)(C)C)c1	102	108	100	103	104
35	CCOC(=O)C1=C(C)NC(C)=C(C(=O)OCC)C1c1ccccn1	99	93	103	105	95
36	C=C1Sc2ccccc2N1C	102	99	92	97	97
37	CCCn1cc(/C=N\N=C2\C(=O)Nc3c(F)cccc32)c2ccccc21	77	85	77	86	93
38	CC(=O)Nc1ccc(S(=O)(=O)N2C(=O)CCC2C(=O)Nc2ccccc2)cc1 (stereo not drawn)	34	38	46	12	47
39	CN(C)C(=O)SC1=C(c2c(Cl)cccc2Cl)C(=O)c2ccccc21	-35*	98	-22*	99	111
40	CCCCOC(C)OC(CC)c1ccc2c(c1)OCO2 (stereo not drawn)	104	121	106	109	96

entry	HCT-116	SW-620	NCI-H460	COLO 205
33	112	105	105	114
34	95	103	109	112
35	97	103	103	105
36	103	103	105	106
37	80	63	93	91
38	27	30	15	12
39	-65*	-84*	99	-82*
40	105	105	97	127

(continued)
entry	canonical_smiles	HT29	NCI-H322M	HCT-15	KM12	NCI-H226
41	CN(C)C(=C(c1ccccc1)c1ccccc1)c1ccccc1	94	97	92	93	103
42	Cn1cnc2c1c(=O)n(CC(=O)Nc1ccc(S(=O)(=O)Nc3ncccn3)cc1)c(=O)n2C	97	107	110	105	105
43	COc1ccc(C2CC(c3cc(OC)c(OC)c(OC)c3)=NN2C(C)=O)cc1OCC(=O)Nc1nc2ccc(OC(F)(F)F)cc2s1 (stereo not drawn)	64	71	90	74	35
44	CC(C)(C)[Si](C)(C)OCC1OC(n2cnc3c(N)ncnc32)C2OC(=S)OC12 (stereo not drawn)	100	91	105	99	89
45	OC1CCCCC1C1(NC(=S)Nc2ccccc2)CCCCC1 (stereo not drawn)	99	101	90	113	.
46	COC(=O)c1ccc(C(=O)Nc2ncnc3nc[nH]c23)cc1	101	99	105	102	97
47	Clc1ccc(-c2nnc(CCc3nc(-c4ccc(Br)cc4)no3)o2)cc1	116	106	103	100	107
48	O=C(CSC(=S)N1CCN(c2ccccc2)CC1)Nc1nc2ccccc2s1	93	98	97	101	.

entry	HCT-116	SW-620	NCI-H460	COLO 205
41	94	108	108	107
42	96	102	107	106
43	47	83	74	70
44	104	93	104	101
45	112	102	102	97
46	104	102	108	113
47	106	103	108	117
48	97	99	111	104

Next results
entry	canonical_smiles	HT29	NCI-H322M	HCT-15	KM12	NCI-H226
49	CN(C)c1ccc(N=Nc2ccc3ccccc3c2)cc1	79	90	56	93	80
50	CC1=NC2=NN=C(c3ccccc3)NN2C(c2ccccc2)=C1	109	101	107	100	95
51	N#CC1(NC(Cc2ccccc2)c2ccccc2)CCCCCCCCCCC1 (stereo not drawn)	110	87	108	107	98
52	N#CC1C(=O)NC(=O)C(C#N)C12CCCc1sccc12 (stereo not drawn)	103	107	101	108	117
53	CCN(CC)c1ccc(C(O)C2=CC(=O)c3ccccc3C2=O)cc1 (stereo not drawn)	9.6*	25	30	1.6*	38
54	Nc1nccc2c1ccn2-c1ccc(NC(=O)Nc2cccc(C(F)(F)F)c2)cc1	96	98	90	75	82
55	O=C(Cc1ccccc1)N(CCO)CCO	98	100	98	100	104
56	N#CC(N)c1ccc(OCCCCCCCCCCOc2ccc(C(N)C#N)cc2)cc1 (stereo not drawn)	107	114	89	104	101

entry	HCT-116	SW-620	NCI-H460	COLO 205
49	66	97	88	74
50	109	107	108	112
51	101	97	98	113
52	94	108	106	101
53	-9.4*	-43*	8.0*	22
54	77	103	91	92
55	92	103	109	104
56	94	102	118	111

Next part:
entry	canonical_smiles	HT29	NCI-H322M	HCT-15	KM12	NCI-H226
57	CCOc1ccccc1Nc1nc(-c2c(C)nc3sccn23)cs1	62	87	70	51	65
58	Cc1ccc(Nc2nnc(-c3cc(-c4ccncc4)n(-c4ccccc4)n3)s2)cc1	37	99	9.7*	51	86
59	C[C@]12CCC(=O)C=C1[C@@H](F)C[C@@H]1[C@@H]2[C@@H](O)C[C@@]2(C)[C@H]1CC[C@]2(O)C(=O)CO	112	110	96	113	91
60	CCCNS(=O)(=O)c1cc(C(=O)Nc2ccc(NC(=O)c3cc(S(=O)(=O)NCCC)c(O)c(O)c3O)cc2)c(O)c(O)c1O	101	78	99	100	89
61	Cc1cc(C)c(O)c(C)c1O	105	100	100	102	102
62	CS(=O)(=O)c1ccc(-n2cc(/C=C/C(=O)c3ccc(NC(=O)CO[N+](=O)[O-])cc3)c(-c3ccc(Cl)cc3)n2)cc1	108	97	96	107	72
63	COc1cc(NCCCCCN=C(N)NC(N)=NC(C)C)c2ncccc2c1	54	51	110	3.1*	71
64	OCC1OCOC2C(CO)OCOC12 (stereo not drawn)	99	92	104	118	100

entry	HCT-116	SW-620	NCI-H460	COLO 205
57	67	74	73	92
58	51	94	57	74
59	106	104	90	116
60	100	103	106	106
61	112	104	108	123
62	103	114	106	111
63	-4.5*	25	56	-30*
64	101	117	118	120

Reformatted: results already given
50: CC1=NC2=NN=C(c3ccccc3)NN2C(c2ccccc2)=C1
51: N#CC1(NC(Cc2ccccc2)c2ccccc2)CCCCCCCCCCC1 (stereo not drawn)
52: N#CC1C(=O)NC(=O)C(C#N)C12CCCc1sccc12 (stereo not drawn)
53: CCN(CC)c1ccc(C(O)C2=CC(=O)c3ccccc3C2=O)cc1 (stereo not drawn)
54: Nc1nccc2c1ccn2-c1ccc(NC(=O)Nc2cccc(C(F)(F)F)c2)cc1
55: O=C(Cc1ccccc1)N(CCO)CCO
56: N#CC(N)c1ccc(OCCCCCCCCCCOc2ccc(C(N)C#N)cc2)cc1 (stereo not drawn)
57: CCOc1ccccc1Nc1nc(-c2c(C)nc3sccn23)cs1
58: Cc1ccc(Nc2nnc(-c3cc(-c4ccncc4)n(-c4ccccc4)n3)s2)cc1
59: C[C@]12CCC(=O)C=C1[C@@H](F)C[C@@H]1[C@@H]2[C@@H](O)C[C@@]2(C)[C@H]1CC[C@]2(O)C(=O)CO

| compound no. | 50 | 51 | 52 | 53 | 54 | 55 | 56 | 57 | 58 | 59 |
| --- | --- | --- | --- | --- | --- | --- | --- | --- | --- | --- |
| HT29 | 109 | 110 | 103 | 9.6* | 96 | 98 | 107 | 62 | 37 | 112 |
| NCI-H322M | 101 | 87 | 107 | 25 | 98 | 100 | 114 | 87 | 99 | 110 |
| HCT-15 | 107 | 108 | 101 | 30 | 90 | 98 | 89 | 70 | 9.7* | 96 |
| KM12 | 100 | 107 | 108 | 1.6* | 75 | 100 | 104 | 51 | 51 | 113 |
| NCI-H226 | 95 | 98 | 117 | 38 | 82 | 104 | 101 | 65 | 86 | 91 |
| HCT-116 | 109 | 101 | 94 | -9.4* | 77 | 92 | 94 | 67 | 51 | 106 |
| SW-620 | 107 | 97 | 108 | -43* | 103 | 103 | 102 | 74 | 94 | 104 |
| NCI-H460 | 108 | 98 | 106 | 8.0* | 91 | 109 | 118 | 73 | 57 | 90 |
| COLO 205 | 112 | 113 | 101 | 22 | 92 | 104 | 111 | 92 | 74 | 116 |

60: CCCNS(=O)(=O)c1cc(C(=O)Nc2ccc(NC(=O)c3cc(S(=O)(=O)NCCC)c(O)c(O)c3O)cc2)c(O)c(O)c1O
61: Cc1cc(C)c(O)c(C)c1O
62: CS(=O)(=O)c1ccc(-n2cc(/C=C/C(=O)c3ccc(NC(=O)CO[N+](=O)[O-])cc3)c(-c3ccc(Cl)cc3)n2)cc1
63: COc1cc(NCCCCCN=C(N)NC(N)=NC(C)C)c2ncccc2c1
64: OCC1OCOC2C(CO)OCOC12 (stereo not drawn)

| compound no. | 60 | 61 | 62 | 63 | 64 |
| --- | --- | --- | --- | --- | --- |
| HT29 | 101 | 105 | 108 | 54 | 99 |
| NCI-H322M | 78 | 100 | 97 | 51 | 92 |
| HCT-15 | 99 | 100 | 96 | 110 | 104 |
| KM12 | 100 | 102 | 107 | 3.1* | 118 |
| NCI-H226 | 89 | 102 | 72 | 71 | 100 |
| HCT-116 | 100 | 112 | 103 | -4.5* | 101 |
| SW-620 | 103 | 104 | 114 | 25 | 117 |
| NCI-H460 | 106 | 108 | 106 | 56 | 118 |
| COLO 205 | 106 | 123 | 111 | -30* | 120 |

High-throughput results: PubChem BioAssay, NCI
